# TMEM16A act: mouse TMEM16A channel activation, primary screen; 340,000 tested, 0.3% active; HEK293 TMEM16A/YFP-H148Q/I152L, iodide quench fluorescence; active compounds read low; AID 623877; B-score at 10 µM;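 active means fluorescence-ratio B-score plate-corrected deviation score at least 3 library SD below zero, with starting fluorescence score within 5 deviations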;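 further: channel opened by trigger with iodide after compound preincubation; score built on the fluorescence ratio of max minus min over baseline; more negative score means more quench and so TMEM16A activation or potentiation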
# Target sequence (Q8BHY3 whole entry, looked up): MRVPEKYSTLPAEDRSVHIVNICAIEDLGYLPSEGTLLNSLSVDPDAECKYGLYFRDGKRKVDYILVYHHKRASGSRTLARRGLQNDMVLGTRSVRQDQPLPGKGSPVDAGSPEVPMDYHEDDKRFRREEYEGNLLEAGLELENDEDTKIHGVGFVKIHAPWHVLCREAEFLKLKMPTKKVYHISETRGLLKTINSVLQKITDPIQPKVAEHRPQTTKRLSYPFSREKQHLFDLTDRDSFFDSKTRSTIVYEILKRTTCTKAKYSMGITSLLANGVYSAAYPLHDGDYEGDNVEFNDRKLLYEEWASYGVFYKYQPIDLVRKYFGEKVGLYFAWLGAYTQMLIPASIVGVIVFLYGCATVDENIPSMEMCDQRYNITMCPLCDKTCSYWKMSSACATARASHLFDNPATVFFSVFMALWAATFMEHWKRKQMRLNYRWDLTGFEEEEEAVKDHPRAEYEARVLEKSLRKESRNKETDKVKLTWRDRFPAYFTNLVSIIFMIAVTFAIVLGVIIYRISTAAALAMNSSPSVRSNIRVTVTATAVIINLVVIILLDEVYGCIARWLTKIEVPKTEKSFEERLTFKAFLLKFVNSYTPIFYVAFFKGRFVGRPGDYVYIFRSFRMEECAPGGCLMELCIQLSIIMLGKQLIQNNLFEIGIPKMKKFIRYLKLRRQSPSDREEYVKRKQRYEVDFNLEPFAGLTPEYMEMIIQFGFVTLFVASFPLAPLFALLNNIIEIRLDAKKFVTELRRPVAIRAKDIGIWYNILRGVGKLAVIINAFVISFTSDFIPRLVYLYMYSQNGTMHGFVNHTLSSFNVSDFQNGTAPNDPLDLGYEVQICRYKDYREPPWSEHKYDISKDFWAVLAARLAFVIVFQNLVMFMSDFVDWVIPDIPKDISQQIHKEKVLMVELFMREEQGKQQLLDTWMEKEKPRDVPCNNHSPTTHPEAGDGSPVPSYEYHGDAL
# HDAC3 inhib: inhibitors of human histone deacetylase 3 | inhibition, % at 8.3 µM | recombinant HDAC3, fluorogenic peptide/trypsin coupled, fluorescence | 320,000 tested, 0.15% active; in the data active means inhibition above about 26%, passing the limit was not always enough
# The depositor's hits bear a star; i = inactive. Not all compounds are listed; the hit share may differ from the screen's.
# Value order – TMEM16A act	HDAC3 inhib
Cc1cnc(NC(=O)C2CC(=O)N(c3ccc4c(c3)OCCO4)C2)s1 (stereo unspecified)
→ i	-8.8
CN(C)S(=O)(=O)c1cccc(NC(=O)COc2ccc3ccccc3c2)c1
→ i	2.9
CCOc1ccc(S(=O)(=O)N2CCCCC2)cc1NC(=O)CCc1ccc(OC)cc1
→ i	-2.8
CCN1C(=O)C(=O)N(CC(=O)Nc2ccccc2OC(F)F)C1=O
→ i	1.7
CN(C(=O)c1ccc(NC(=O)Cc2ccc(NC(=O)C3CCN(C(=O)C4CCC4)CC3)cc2)cc1)C1CC1
→ i	-1.8
CC(Oc1ccccc1)C(=O)OCC(=O)Nc1sccc1C(N)=O (stereo unspecified)
→ i	-0.3
Cc1ccnc2nc(C(=O)OCC(=O)Nc3ccc4c(c3)OCCO4)nn12
→ i	0.1
CC1CCCCN1C(=O)COC(=O)c1cc(-c2cccs2)nn1-c1ccccc1 (stereo unspecified)
→ i	-0.5
O=C(COC(=O)CSc1ccc(Cl)cc1)Nc1ccccc1
→ i	10.6
CC(C)(C)OC(=O)NCc1ccc(NC(=O)c2nc[nH]c2C(=O)NCCNC(=O)c2[nH]cnc2C(=O)Nc2ccc(CNC(=O)OC(C)(C)C)cc2)cc1
→ i	-24.7
N#Cc1ccccc1OCC(=O)N1N=C(c2cccs2)CC1c1ccco1 (stereo unspecified)
→ i	3.7
O=C(Nc1cc(Cl)ccc1N1CCCC1)C1=COCCO1
→ i	1.6
CCOc1ccc(C(=O)CCC(=O)NNC(=O)CCN2CCN(c3ccccc3)CC2)cc1
→ i	4.5
CC(C)(C)C(=O)Nc1ccc(C(=O)CN2C(=O)NC3(CCOc4ccccc43)C2=O)cc1 (stereo unspecified)
→ i	2.2
CC(C)(C)OC(=O)N1CCCC(C(=O)Nc2ccc(C(=O)N3CCCC3)cc2)C1 (stereo unspecified)
→ i	0.4
COc1ccc2cc(-c3ccsc3)ncc2c1
→ i	-6.1
Cc1ccc(C2=NN(S(=O)(=O)c3ccccc3)C(c3ccco3)C2)cc1 (stereo unspecified)
→ i	-0.4
COc1ccc(S(=O)(=O)N2CCc3ccccc32)cc1C(=O)NCC(c1ccco1)N1CCCC1 (stereo unspecified)
→ i	-4.5
CC(C)Cn1c(N)c(C(=O)COC(=O)c2ccccc2C(=O)c2ccccc2)c(=O)n(C)c1=O
→ i	-1.0
COc1ccc(C(CNC(=O)C(CCSC)NC(=O)c2ccccc2Cl)N2CCCCC2)cc1 (stereo unspecified)
→ i	4.8
O=C(COC(=O)CCNS(=O)(=O)c1cccs1)Nc1cc(C(F)(F)F)ccc1Cl
→ i	11.1
COc1ccc(NC(=O)CCOc2ccc(C)cc2)cc1S(=O)(=O)N1CCOCC1
→ i	5.1
CC(C)(C)c1ccc(-c2nnc(SCC(=O)NCC3CCCO3)n2N)cc1 (stereo unspecified)
→ i	-1.8
CN(C(=O)c1cccc(S(=O)(=O)NCc2ccccc2)c1)C1CCCCC1
→ i	1.4
O=C(NCCN1CCOCC1)c1cccc(S(=O)(=O)Nc2ccc(F)cc2)c1
→ i	7.3
O=C(c1cccc(S(=O)(=O)N2CCOCC2)c1)N(CCc1ccccc1)Cc1ccccc1
→ i	1.3
O=C(NCCCN1CCOCC1)C1CCN(S(=O)(=O)c2cccc(C(F)(F)F)c2)CC1
→ i	-2.8
COc1ccc(C(=O)NC(=S)NNC(=O)c2ccncc2)cc1Br
→ i	-11.2
Cc1ccc(-n2c(C)cc(C(=O)OCC(=O)N3CCOCC3)c2C)cc1
→ i	-2.5
CC(OC(=O)COc1ccc(C#N)cc1)C(=O)c1ccccc1 (stereo unspecified)
→ i	5.6
O=C(COC(=O)c1ccc(O)cc1O)Nc1ccc2c(c1)OCCO2
→ -27.8*	1.5
C[C@H](CO)N1C[C@H](C)[C@@H](CN(C)S(=O)(=O)c2ccc(F)cc2)Oc2c(NC(=O)Nc3ccc(C(F)(F)F)cc3)cccc2C1=O
→ i	19.1
CCCN(CC(=O)Nc1ccccc1C)C(=O)C1CC(=O)N(c2ccc(CC)cc2)C1 (stereo unspecified)
→ i	-2.1
CC(C)NC(=O)N(C)C[C@H]1Oc2ccc(NC(=O)CCC(F)(F)F)cc2C(=O)N([C@H](C)CO)C[C@@H]1C
→ i	3.8
CCCCCCSc1ccc([C@@H]2[C@H]3C(=O)N(CC)C(=O)[C@H]3[C@]3(C(=O)OC)CCCCN23)cc1
→ i	3.7
O=C(C[C@@H]1C/C=C\C[C@@H](Cc2ccc(F)cc2)C(=O)OC[C@@H](Cc2ccccc2)NC1=O)N[C@H](CO)Cc1ccccc1
→ i	-3.5
Cc1cccc(C)c1NC(=O)CN(C)C(=O)c1ccc2c(=O)n3c(nc2c1)CCC3
→ i	-12.0
CC(=O)C[C@H](O)CC(=O)[C@@H]1OC(=O)[C@@H](C)C/C=C\Cc2ccccc21
→ i	-3.4
O=C(COC(=O)CNC(=O)c1ccc(Cl)cc1Cl)NNC(=O)c1ccccc1F
→ i	-0.8
O=C(Cn1cnc2ccccc21)Nc1ccc2c(c1)OCCCO2
→ i	-1.2
CCCSc1ccc([C@H]2N[C@@](C)(C(=O)OC)[C@H]3C(=O)N(CC)C(=O)[C@@H]23)cc1
→ i	-0.7
O=C(c1cc(S(=O)(=O)N2CCOCC2)ccc1F)N1CCc2ccccc21
→ i	1.8
COc1ccc(Cl)cc1NC(=O)CN(C)C(=O)c1cc2c(F)cccc2s1
→ i	4.2
Cc1ccc(C)c(S(=O)(=O)N2CCN(c3nc(CN4CCOCC4)nc4sc(C)c(C)c34)CC2)c1
→ i	12.1
Nc1cccc2cc(-c3ccccc3)oc12
→ i	-7.5
O=C(CSc1nnnn1-c1ccc(Cl)cc1)N1CCNC1=O
→ i	-6.5
CC(NS(=O)(=O)c1ccc(Cl)c(Cl)c1)C(=O)Nc1cccnc1 (stereo unspecified)
→ i	-0.9
CC(C)Cn1nc(C(=O)Nc2nnc(C3CC3)s2)c2ccccc2c1=O
→ i	1.0
CC1CC(C)CN(C(=O)CN2C(=O)NC3(CCCCCC3)C2=O)C1 (stereo unspecified)
→ i	-0.4
COc1ccc(-c2oc3ccc(-c4cc(OC)c(OC)c(OC)c4)cc3c2C#Cc2ccccn2)cc1
→ i	-6.3
O=c1c2ccccc2sn1-c1ccc(F)cc1
→ i	3.4
CC1Sc2ccc(C(=O)Nc3cc(S(C)(=O)=O)ccc3Cl)cc2NC1=O (stereo unspecified)
→ i	-2.7
COc1cccc(OC)c1C(=O)OCC(=O)N(c1ccccc1)C1CCCCC1
→ i	-1.9
CN(C(=O)COC(=O)c1ccc(Cl)c(S(=O)(=O)N2CCCCCC2)c1)C1CCS(=O)(=O)C1 (stereo unspecified)
→ i	-2.5
O=C(COC(=O)c1ccc(CO)cc1)Nc1ccc2ccccc2c1
→ i	-5.2
CC(=O)c1ccc(OCCCC(=O)Nc2ccc3c(c2)OCCO3)cc1
→ i	-1.7
O=C(c1ccc(NS(=O)(=O)c2cccc([N+](=O)[O-])c2)cc1)N1CCN(C(=O)c2ccco2)CC1
→ i	6.3
COc1ccc(NC(=O)COC(=O)CN2C(=O)C3CCCCC3C2=O)cc1OC (stereo unspecified)
→ i	-0.1
Nc1nc(SCC(=O)Nc2ccc(Br)cc2Br)n[nH]1
→ i	0.3
Cn1c(N)c(C(=O)COC(=O)c2ccc(C(F)(F)F)cc2)c(=O)n(C)c1=O
→ i	8.6

# Remaining list, next part
# Value order – TMEM16A act	HDAC3 inhib
CC1CCN(C(=O)COC(=O)c2ccc3c(c2)OCCO3)CC1
→ i	1.8
CCOC(=O)[C@@H]1[C@H]2COc3cc(OC)ccc3[C@H]2N2C(=O)N(c3cccc(C)c3)C(=O)[C@]12C
→ i	-8.9
CC(C)(C)OC(=O)N[C@H](C(=O)OC(C)(C)C)c1ccc2ccccc2c1
→ i	1.6
COc1cc(NCC(=O)Nc2cccc(S(=O)(=O)N3CCCCC3)c2)cc(OC)c1OC
→ i	0.5
CCC(CO)Oc1cc(NCc2ccc(C(=O)O)cc2)c2ncn(C(C)C)c2c1 (stereo unspecified)
→ i	-4.8
Cc1c(C(=O)NC2CC2)oc2ccccc12
→ i	-0.3
CC(=O)Nc1ccc(S(=O)(=O)Nc2ccc(-n3cnnn3)cc2)cc1
→ i	-4.2
CCN(C(=O)COC(=O)CCC(=O)c1cccs1)c1ccccc1
→ i	-1.5
Cc1csc(SCC(=O)Nc2ccccc2C)n1
→ i	0.6
CC1CCCC(C)N1C(=O)COC(=O)c1n[nH]c(=O)c2ccccc12 (stereo unspecified)
→ i	1.6
Cc1cc(C)c(C)c(S(=O)(=O)Nc2ccccc2N2CCOCC2)c1C
→ i	3.3
Cc1ccc(S(=O)(=O)N2CCOCC2)cc1NC(=O)CN1CCN(C)CC1
→ i	-1.5
Cc1c(Cl)c(=O)oc2cc(OCC(=O)N3CCCC(C)C3)ccc12 (stereo unspecified)
→ i	-51.7
Cc1cc(C(=O)COC(=O)c2cnccn2)c(C)n1-c1ccc(Br)cc1
→ i	-0.9
CCOC(=O)c1ccc(S(=O)(=O)N2CCN(C(=O)c3ccccn3)CC2)cc1
→ i	-4.4
CC(Sc1nnnn1-c1cccc(F)c1)C(=O)NC1CCCC1 (stereo unspecified)
→ i	0.8
O=C(Cn1cc(C(F)(F)F)ccc1=O)N1CCc2ccccc2C1
→ i	-4.0
COc1ccc(-c2cc(C(=O)N3CCN(c4ncccn4)CC3)c3ccccc3n2)cc1
→ i	-20.5
CC(C)(C)OC(=O)N1CCN(C(=O)c2ncn(Cc3ccccc3)c2C(=O)N2CCN(C(=O)OC(C)(C)C)CC2)CC1
→ i	-6.3
CCOC(=O)C1CCN(C(=O)c2cc(S(=O)(=O)N3CCOCC3)ccc2C)CC1
→ i	1.5
O=C(NC(=S)Nc1ccccc1CO)C1CCCCC1
→ i	5.7
CC(C)Oc1ccc(C(=O)NN2C(=O)NC3(CCCCC3)C2=O)cc1
→ i	1.7
CN(CC(=O)Nc1ccc(OC(F)(F)F)cc1)C(=O)Cc1ccc2c(c1)CCC2
→ i	7.6
O=C(Cn1cnc2c(OCc3ccccc3)ncnc21)NCCCc1ccccc1
→ i	3.3
CCOc1ccc(S(=O)(=O)Nc2cccc(C(=O)N3CCN(c4ccccc4O)CC3)c2)cc1
→ i	-8.3
O=C(O)CCC(=O)OCCCc1cc2ccccc2c(=O)o1
→ i	0.4
CC1CCCCC1NC(=O)CN1c2cccc3cccc(c23)S1(=O)=O (stereo unspecified)
→ i	1.9
CC(=O)Nc1nc2cc(N)ccc2s1
→ i	-3.5
CN(C)C(CNC(=O)c1ccc2[nH]c(=O)c(=O)[nH]c2c1)c1ccco1 (stereo unspecified)
→ i	-10.8
COc1cccc(NC(=O)CN(C)C(=O)c2c(C)nn(-c3ccccc3)c2Cl)c1
→ i	-8.0
O=C(CCS(=O)(=O)c1ccccc1)NNC(=O)COc1ccc(F)cc1
→ i	-5.9
Cc1ccc(NC(=O)C(c2ccccc2)N2CCN(CC(=O)N3CCOCC3)CC2)cc1 (stereo unspecified)
→ i	1.5
O=C(CSc1nc2nn(-c3ccccc3)c(=O)c-2c2n1CCCCC2)Nc1ccc(OC(F)F)cc1
→ i	1.0
COc1ccccc1NS(=O)(=O)c1cccc(C(=O)NNC(=O)c2ccc(NC(C)=O)cc2)c1
→ i	5.1
O=C(Cn1cnc2c(OCc3ccccc3)ncnc21)NCCCN1CCCC1=O
→ i	0.7
Cn1c(SCC(=O)NCC2COc3ccccc3O2)nnc1C(F)(F)F (stereo unspecified)
→ i	-5.3
O=C(NCc1cccnc1)c1cccc(S(=O)(=O)Nc2cccc(Cl)c2)c1
→ i	-2.5
COc1ccc(NC(=O)c2c(C)noc2C(C)C)cc1S(=O)(=O)N1CCCCC1
→ i	7.2
O=C(CN1C(=O)C2CC=CCC2C1=O)N1CCN(S(=O)(=O)c2ccccc2)CC1 (stereo unspecified)
→ i	1.1
COc1cc(NC(=O)COC(=O)CCc2nc3ccccc3c(=O)[nH]2)cc(OC)c1
→ i	-2.0
COc1ccc(C(=O)O)cc1S(=O)(=O)NCc1ccncc1
→ i	0.1
CCCOc1ccc(C=Nc2ccc(OC)c(S(=O)(=O)N3CCOCC3)c2)c(O)c1
→ i	-0.5
CCCC(NC(=O)C(C)Sc1nnnn1C1CC1)c1ccccc1 (stereo unspecified)
→ i	1.2
COc1ccc(NC(=O)c2cc(S(=O)(=O)N3CCOCC3)ccc2C)cc1S(=O)(=O)N1CCOCC1
→ i	1.8
O=C(COC(=O)/C=C/c1cccc(Cl)c1)NC1CCCC1
→ i	4.0
NS(=O)(=O)c1ccc(NC(=O)COC(=O)CC2Sc3ccccc3NC2=O)cc1 (stereo unspecified)
→ i	6.7
C=CCC[C@H](Cc1ccc(F)cc1)C(=O)OC[C@H](Cc1c[nH]c2ccccc12)NC(=O)[C@@H](CC=C)CC(=O)NCCO
→ i	30.7*
COc1cc(C)ccc1OCC(=O)Nc1ccccc1N1CCOCC1
→ i	3.4
O=C(COC(=O)c1nc(Cl)ccc1Cl)Nc1ccc(Cl)cn1
→ i	4.7
CC(=O)N1CCN(C(=O)COC(=O)/C=C/c2ccc(C(F)(F)F)cc2)CC1
→ i	1.2
COc1cccc(C(=O)COC(=O)COc2c(C)cc(C)cc2C)c1
→ i	-2.1

# Profiles from above.
# Profile of COc1cc(C)ccc1OCC(=O)Nc1ccccc1N1CCOCC1 : TMEM16A act = i; HDAC3 inhib = 3.4
# Profile of COc1ccc(C(=O)O)cc1S(=O)(=O)NCc1ccncc1 : TMEM16A act = i; HDAC3 inhib = 0.1
# Profile of O=C(COC(=O)c1nc(Cl)ccc1Cl)Nc1ccc(Cl)cn1 : TMEM16A act = i; HDAC3 inhib = 4.7

# Screening results as filed in PubChem.
